aSyn yeast inh: qHTS of alpha-syn Inhibitors; Yeast expressing alpha-synuclein, growth rescue, BacTiter-Glo, 24 h; Potency, µM (doses to about 46.1 µM), inactives show at the highest dose growth rescue (activation), usual class: activators; actives 0.14% (n = 370,000); AID 652106, 2013; also: potency is read from the fitted curve at half-maximal effect; % of control where 0% means no effect; nearly all actives have a fitted effect of over 65% in size
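Screening used galactose-induced yeast with toxic alpha-synuclein levels, exposed to compound for 24 hr at 30 deg C. Cell growth, read with BacTiter-Glo luminescence, gave the measured signal.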
FUS yeast rescue: qHTS for Suppressors of FUS Proteinopathy: Primary screen using FUS-linked yeast assay; S. cerevisiae FUS-expressing, growth rescue, OD600, 24 h; Potency, µM (highest dose often 76.6 µM), inactives show at the highest dose growth rescue (activation), actives largely listed as activators; actives 0.24% (n = 390,000); AID 1347120, 2019;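 also: potency is read from the fitted curve at half-maximal effect; plate controls were DMSO vehicle for no effect and reference control for full effect; nearly all actives have a fitted effect of over 55% in size; some results filed as inactive show a strong effect at the top dose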
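Quantitative HTS measuring growth restoration of FUS-toxic yeast. Galactose-induced cells (OD 0.005) were exposed 24hr at 30C to compounds at several concentrations, then absorbance at 600 nm was recorded.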
IL2 activator: qHTS of IL-2 Activators; AID 652025, 2013; IL-2 activation reporter assay, cell-based qHTS; stimulated with anti-CD3/CD4/CD28 beads; in transgenic mouse T cells; actives 0.065% (n = 360,000); activation, % (series mostly up to about 46 µM); in the data active = activation above about 50%; inconclusive = mostly about 30% to 49%; also: 0% is about no effect
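EGFP and DsRed fluorescence is measured by plate cytometry in unstimulated transgenic mouse T cells exposed to compound for 60 minutes, then stimulated 18 hours at 37 degrees C with anti-CD3/anti-CD4 beads plus anti-CD28.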
WRN helicase inh: qHTS for Inhibitors of WRN Helicase. WRN helicase unwinding, fluorescent forked duplex, kinetic. Bifunctional 3'-5' exonuclease/ATP-dependent helicase WRN (Homo sapiens), Q14191. AID 651768, 2012. actives 0.46% (n = 360,000). Potency, µM (doses to about 114 µM), inactives show at the top dose activity change, negative = inhibition, hits mostly inhibitors; also: potency is read from the fitted curve at half-maximal effect; % is scaled to controls: 0 for no effect and ±100 for the full control effect; nearly all actives have a fitted effect of over 55% in size
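WRN at 20 nM final preincubated with compound 15 min at room temperature; reaction started with 100 nM fluorophore/quencher forked duplex oligonucleotide and 2 mM ATP final. Unwinding followed kinetically by red fluorescence (ex 525, em 598 nm).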
PLK1 PBD block: qHTS for Inhibitors of PLK1-PDB (polo-like kinase 1 - polo-box domain): Primary Screen; Potency, µM, for the others: max response, negative = inhibition, actives largely listed as inhibitors; actives 2.8% (n = 360,000); Plk1 PBD binding of FITC phosphopeptide, fluorescence polarization; Serine/threonine-protein kinase PLK1 (Homo sapiens), P53350; also: potency is read from the fitted curve at half-maximal effect; series mostly up to about 57 µM; % is scaled to controls: 0 for no effect and ±100 for the full control effect; nearly all actives have a fitted effect of over 65% in size
Target sequence (P53350 whole entry, looked up, the tested form may be a part): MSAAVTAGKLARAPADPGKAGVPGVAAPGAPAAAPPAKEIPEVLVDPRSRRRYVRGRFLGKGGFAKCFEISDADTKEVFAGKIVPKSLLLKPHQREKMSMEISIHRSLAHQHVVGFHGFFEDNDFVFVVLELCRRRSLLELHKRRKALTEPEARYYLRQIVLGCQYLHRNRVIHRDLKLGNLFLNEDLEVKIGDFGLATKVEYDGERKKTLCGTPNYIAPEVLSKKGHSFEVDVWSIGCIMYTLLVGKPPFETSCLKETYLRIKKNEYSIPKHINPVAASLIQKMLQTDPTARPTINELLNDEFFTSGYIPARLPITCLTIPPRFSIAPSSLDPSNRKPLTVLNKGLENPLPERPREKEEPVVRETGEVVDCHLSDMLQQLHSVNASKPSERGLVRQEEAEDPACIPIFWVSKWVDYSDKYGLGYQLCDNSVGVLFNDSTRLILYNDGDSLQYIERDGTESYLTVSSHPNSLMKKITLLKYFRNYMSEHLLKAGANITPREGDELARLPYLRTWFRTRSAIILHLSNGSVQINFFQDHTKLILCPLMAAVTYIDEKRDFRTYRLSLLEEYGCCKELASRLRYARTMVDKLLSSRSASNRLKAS
EPAC1 antag: qHTS for Antagonist of cAMP-regulated guanine nucleotide exchange factor 3 (EPAC1): primary screen; actives 0.14% (n = 360,000); EPAC1 GEF assay, Rap1b-BODIPY-GDP exchange fluorescence; Potency, µM (series often up to 115 µM), for inactives: at the highest dose activity change, negative = inhibition, hits mostly inhibitors; Rap guanine nucleotide exchange factor 3 (Homo sapiens), O95398; AID 720709, 2013;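 also: potency is read from the fitted curve at half-maximal effect; plate controls were vehicle for no effect and positive control for full effect; nearly all actives have a fitted effect of over 50% in size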
PI5P4Ka inh: qHTS for Inhibitors of phosphatidylinositol 5-phosphate 4-kinase (PI5P4K). PI5P4Kalpha enzyme, ADP-Glo luminescence, 60 min; active compounds read low. max response, %. actives 1.2% (n = 330,000); active = max response of -50% or lower; inconclusive = between -30% and -50%; inactive = -30% or higher; also: value at the top dose of about 77 µM; % is scaled to controls: 0 for no effect and ±100 for the full control effect
Target sequence (P48426 whole entry, looked up): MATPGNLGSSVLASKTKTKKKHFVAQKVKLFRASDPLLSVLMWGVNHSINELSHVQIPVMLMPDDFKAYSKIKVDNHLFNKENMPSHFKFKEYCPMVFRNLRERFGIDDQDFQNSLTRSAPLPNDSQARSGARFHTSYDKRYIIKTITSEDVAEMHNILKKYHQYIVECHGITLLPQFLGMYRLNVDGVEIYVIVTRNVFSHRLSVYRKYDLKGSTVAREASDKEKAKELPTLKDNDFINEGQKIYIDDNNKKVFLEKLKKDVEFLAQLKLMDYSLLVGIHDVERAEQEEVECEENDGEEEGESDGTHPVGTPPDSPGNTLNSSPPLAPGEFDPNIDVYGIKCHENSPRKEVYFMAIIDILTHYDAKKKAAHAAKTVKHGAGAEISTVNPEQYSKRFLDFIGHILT
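ADP-Glo luminescence end-point after a 60 min room-temperature kinase reaction. PI5P4Kalpha and substrate in HEPES pH 7.4 buffer with EGTA, 0.1% CHAPS and 5% DMSO; ATP at 5 microM final.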
EPAC1 ag: qHTS for Agonist of cAMP-regulated guanine nucleotide exchange factor 3 (EPAC1): primary screen. EPAC1 agonist qHTS, biochemical assay; response scale: 100% = response to 6.5 mM cAMP. Rap guanine nucleotide exchange factor 3 (Homo sapiens), O95398. AID 720707, 2013. Potency, µM (top dose mostly 154 µM), without a hit: top-dose activation, usual class: activators. actives 0.073% (n = 360,000); also: potency is read from the fitted curve at half-maximal effect; nearly all actives have a fitted effect of over 60% in size
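Fluorescent GDP-exchange assay: 100 nM EPAC1 with 250 nM Rap1B preloaded with BODIPY-GDP and 50 uM GDP; compounds tested as concentration series, 5 min at room temperature, then read every 5 min for 30 min (ex 480/em 540 nm); normalized to 6.5 mM cAMP.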
Abeta yeast res: qHTS for compounds that reverse cellular toxicity of Amyloid beta (A-beta) peptide in yeast: Primary Screen. yeast expressing A-beta42, growth rescue, OD600, 48 h; response scale: 0% DMSO, 100% iron-clioquinol control. Potency, µM (top dose mostly 46.1 µM), for the others: top-dose growth rescue, usual class: activators. actives 0.063% (n = 410,000). AID 1347071, 2019; also: potency is read from the fitted curve at half-maximal effect; nearly all actives have a fitted effect of over 55% in size
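Yeast growth medium received pinned compounds, then yeast cells expressing toxic A-beta were added; plates incubated at 30 C for 48 hr. Growth read as absorbance at 600 nm, normalized to DMSO and equimolar FeCl3 plus clioquinol controls.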
The depositor's hits bear a star; ? = inconclusive; nt = no result given; [ ] = dose if it differs, or a comment. Unless noted, calls follow the shape of the dose curve; as a rule, active = well fitted curve in the direction sought with a large enough effect; inconclusive = small, poorly fitted or top-dose-only effect, or another doubt; inactive = no such curve, though single readings can be large; an effect the other way counts as inactive or inconclusive. No enrichment for hits; 4.1% or so of the library scored in one or more.

SMILES	aSyn yeast inh	FUS yeast rescue	IL2 activator	WRN helicase inh	PLK1 PBD block	EPAC1 antag	PI5P4Ka inh	EPAC1 ag	Abeta yeast res
Cc1ccc2cc(CN(CC(C)C)S(=O)(=O)c3ccccc3)c(=O)[nH]c2c1	-0.4%	-5.2%	-0.5	-22.1%	-9.7%	?	-2.5	4.4%	nt
Nc1c(C(=O)NCC2CCCO2)sc2nc3c(c(-c4ccco4)c12)CC/C3=C\c1ccco1 (stereo not drawn)	3.8%	?	0.5	2.82µM*	?	20µM*	-100.4*	-5.4%	-18.9%
O=C(/C=C/[C@H]1O[C@@H](n2cnc3c(NC(=O)c4ccccc4)ncnc32)[C@H](O)[C@@H]1O)NCc1cccc2ccccc12	?	?	-0.4	15.1%	-9.0%	1.8%	2.1	19.1%	-7.8%
OCc1nnc2c3ccccc3c(-c3ccccc3)nn12	-3.0%	-5.3%	-2.8	-8.5%	-9.3%	-1.8%	nt	7.1%	-0.6%
CCOc1ccc(CN2CCN(Cc3cnc(N4CCOCC4)s3)CC2CCO)cc1 (stereo not drawn)	-5.4%	-5.6%	-1.6	-1.8%	-10.3%	-5.2%	-2.2	1.0%	-12.1%
CCOC(=O)c1cnc2c(c(C)nn2C)c1Oc1ccc(OC)cc1	12.2%	27.1%	-0.5	1.3%	3.7%	-2.9%	-7.1	-4.3%	-2.9%
CC(C)(C)OC(=O)n1cc(/C=N/NC(=O)c2ccco2)c2ccccc21	-14.2%	-6.1%	-2.6	6.1%	-13.5%	-22.5%	-1.7	-5.5%	-2.9%
O=C(NC(c1ccc(-c2ccccc2)cc1)c1cnccn1)C1CCN(CCOc2ccc(F)cc2)CC1 (stereo not drawn)	-8.7%	26.5%	0.9	-5.5%	-9.9%	5.3%	9.7	0.6%	-5.9%
Cc1ccccc1CN1C(=O)CN(S(C)(=O)=O)CC1(C)C(=O)NCc1ccccc1 (stereo not drawn)	15.6%	-3.8%	0.3	9.4%	-1.2%	-4.5%	4.4	-2.2%	-0.5%
Cc1ccc(C)c(CN2CCC(n3nccc3NC(=O)CCCc3ccccc3)CC2)c1	-2.4%	23.4%	6.9	1.6%	-8.5%	6.4%	-0.2	-6.9%	2.9%
CCn1c(CC(=O)Nc2cccc(OC)c2)nnc1SCC(=O)N1CCN(c2ccccc2)CC1	5.9%	?	1.7	-8.9%	-4.5%	-14.9%	nt	9.8%	6.0%
O=C(c1ccc([N+](=O)[O-])s1)N1CCc2ccccc2C1	9.2%	-16.0%	-0.4	-2.1%	-7.6%	-8.2%	-4.0	-2.8%	-10.2%
Cc1ccccc1NC(=S)NC1CCN(Cc2ccccc2)CC1	-6.2%	nt	-5.9	2.7%	7.5%	17.5%	5.2	1.2%	-10.2%
Cc1ccc(Sc2ccc(N)cn2)cc1	1.9%	0.1%	-1.3	6.1%	6.5%	11.1%	-4.1	-6.0%	16.4%
NC(=O)c1sc2nc(-c3ccccc3)ccc2c1N	0.1%	0.1%	1.4	-0.7%	0.0%	-9.8%	1.9	-2.7%	6.1%

EPAC1 antag: entries above that show a hit.
Structure	IL2 activator	WRN helicase inh	PLK1 PBD block	EPAC1 antag	PI5P4Ka inh
Nc1c(C(=O)NCC2CCCO2)sc2nc3c(c(-c4ccco4)c12)CC/C3=C\c1ccco1 (stereo not drawn)	0.5	2.82µM*	?	20µM*	-100.4*

Further entries follow.
SMILES	aSyn yeast inh	FUS yeast rescue	IL2 activator	WRN helicase inh	PLK1 PBD block	EPAC1 antag	PI5P4Ka inh	EPAC1 ag	Abeta yeast res
CCc1ccccc1NC(=O)C1C(c2ccccc2)C1(Cl)Cl (stereo not drawn)	-11.2%	6.5%	1.8	-11.8%	-4.2%	-7.6%	5.2	-0.7%	-0.3%
O=C(Nc1ccc(Oc2ccsc2C(=O)O)cc1)c1ccccc1F	5.3%	-30.9%	0.9	-1.6%	-6.3%	-6.4%	6.0	0.4%	4.8%
COC(=O)c1cc(=O)nc(NN=Cc2ccc(OC)cc2)s1	0.3%	-8.9%	4.2	-0.6%	-8.6%	-5.8%	-12.6	-18.0%	-19.7%
Cc1nc(Cl)c(C(=O)NCc2ccccc2)c(C)c1[N+](=O)[O-]	-2.7%	0.5%	-0.2	16.1%	-5.2%	-6.7%	2.6	7.6%	-20.8%
COC(=O)C1=C[C@@H](C(=O)OC)[C@@H]2C3=C(C(=O)[C@]2(CC(C)C)NC(=O)c2ccccc2)[C@H](C)n2c(=O)n(-c4ccccc4)c(=O)n2[C@@H]3C1	3.5%	22.7%	-1.9	-5.0%	?	2.2%	6.6	-10.1%	10.1%
Cc1nn(-c2ccc(F)cc2)c(Cl)c1/C=C(/CCC(=O)O)c1nc2ccccc2s1	-0.1%	-0.4%	1.4	-22.7%	59.7µM*	1.6%	0.5	2.3%	0.0%
CCOC(=O)c1cc(NC(=O)CCC(=O)O)ccc1N1CCCCC1	3.4%	15.4%	-0.3	4.7%	-8.2%	5.1%	-1.0	-4.2%	-20.8%
O=C(Cn1ccc([N+](=O)[O-])n1)N1CCCc2ccccc21	1.8%	16.6%	-2.0	135.5%[activator]	-12.5%	18.8%	nt	-2.1%	2.0%
COc1ccc(NS(=O)(=O)c2cc(NC(=O)CCNC(C)=O)ccc2N2CCCCC2)cc1	0.7%[1.84 µM]	31.6µM*	-0.1	6.1%	-2.1%	10.0%	5.0	-6.9%	-5.1%
CCCCNC(=O)c1nc(-c2cc3ccccc3[nH]2)oc1-c1cccc(C(F)(F)F)c1	4.3%	38.9%	0.0	5.0%	0.2%	10.2%	0.1	-0.7%	-4.1%
Cc1cc(C)c(C)c(S(=O)(=O)N2CCC(C(=O)Nc3ccccc3N3CCOCC3)CC2)c1C	6.2%	nt	0.7	-12.2%	-6.9%	-4.6%	4.7	3.4%	-2.6%
COc1ccc(NC(=O)CN2CCC(NC(=O)c3ccco3)CC2)c([N+](=O)[O-])c1	-11.2%	16.1%	1.6	-1.9%	10.0%	-8.2%	0.1	5.1%	7.7%
Cc1cc(NC(=O)C(C)SCC(=O)OCC(=O)Nc2c(C)cccc2C(C)C)no1 (stereo not drawn)	0.4%	nt	-2.5	10.2%	-8.9%	12.3%	-8.8	8.6%	4.2%
O=C(CSc1nc2ccccc2[nH]1)N/N=C/C=C/c1ccccc1[N+](=O)[O-]	-0.5%	4.2%	1.6	-33.5%[57.1 µM]	-12.0%	-4.3%	-8.8	7.2%	13.1%
COc1ccc(/C(O)=C2/C(=O)C(=O)N(c3ccccn3)C2c2ccc(OC)cc2)cc1 (stereo not drawn)	2.2%	6.3%	0.3	0.5%	-1.8%	-26.8%	1.1	7.0%	7.1%
O=C(CCCCn1c(=S)[nH]c2ccsc2c1=O)NCc1ccc2c(c1)OCO2	-0.5%	23.3%	0.0	?	-27.3%	?	-29.6	-4.2%	-14.8%
Cc1ccc(C(=O)N2N=C(c3cccc(NS(C)(=O)=O)c3)CC2c2cccs2)cc1 (stereo not drawn)	0.2%	?	1.6	-5.5%	-8.5%	-24.6%	-6.4	4.3%	1.1%
CN(C)C(CNC(=O)C1CCN(S(=O)(=O)c2ccc(Cl)cc2)CC1)c1ccccc1 (stereo not drawn)	-0.9%	-5.1%	-0.1	2.0%[57.1 µM]	-0.3%	-2.0%	12.0	11.4%	3.6%
NC(=O)c1sc(=S)n2c1[nH]c(=O)c1sccc12	-7.2%	11.5%	-1.0	-11.8%[57.1 µM]	-16.6%	?	?	10.0%	8.1%
O=C(c1ccc(F)cc1)C1CCN(C(=O)c2c(F)cccc2F)CC1	9.8%	9.1%	-3.4	2.0%	-19.6%	-17.7%	-0.6	4.8%	?
Cc1ccsc1-c1nc(CSCC(=O)N2CCN(c3ccccc3)CC2)c(C)o1	16.1%	35.9%	-3.0	-1.0%	-11.5%	?	-0.1	-8.4%	-8.2%
CCN(CC)C(=O)c1n[nH]c(=O)c2ccccc12	2.4%	2.6%	0.2	4.3%	-0.6%	4.2%	nt	-6.6%	16.8%
COCCn1c(SCC(=O)Nc2ccccc2)nc2c(oc3ccccc32)c1=O	-4.0%	-22.8%	-4.2	0.3%	-6.3%	-3.8%	4.2	9.9%	2.5%
O=C1NC(CCc2ccccc2)C(=O)N1Cc1cccc2ccccc12 (stereo not drawn)	10.5%	2.2%	-0.3	2.4%	-8.2%	-16.0%	1.0	4.0%	2.3%
Cn1ccsc1=NC(=O)c1ccc(S(C)(=O)=O)cc1	-7.1%	5.4%	0.9	4.5%	-2.4%	5.8%	-3.8	4.0%	-4.0%
COc1cc2c(cc1OC)-c1cc(Nc3ccccc3C)nc(=O)n1CC2	0.2%	12.7%	-3.0	-26.3%	?	-24.6%	-19.4	-16.8%	-4.9%
O/N=C1\CC/C(=N\O)c2nn(-c3ccccc3Cl)nc21	-13.1%	-7.3%	-1.1	-4.0%	-7.9%	7.1%	nt	4.7%	15.1%
COc1ccccc1CCc1nnc(CCC(=O)NCCCOc2cccnc2)o1	0.6%	-18.1%	-2.5	2.8%	-5.8%	-20.7%	0.2	-1.5%	-3.4%

Screens: PubChem, National Center for Advancing Translational Sciences (NCATS)
